Compound activity deposited in PubChem by Sanford-Burnham Center for Chemical Genomics.
APJ antag: blocks the human apelin receptor APJ; CHO-K1 APJ beta-arrestin complementation, luminescence; AID 2521; P35414; inhibition, % at 20 µM; actives 0.32% (n = 330,000);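 active = inhibition above about 40% at 20 µM, limit read from the data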;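 also: cells challenged with 10 nM apelin-13 agonist together with compound; plate controls were apelin-13 plus DMSO wells for no effect and DMSO wells lacking apelin-13 for full effect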
Target sequence (P35414 whole entry, looked up): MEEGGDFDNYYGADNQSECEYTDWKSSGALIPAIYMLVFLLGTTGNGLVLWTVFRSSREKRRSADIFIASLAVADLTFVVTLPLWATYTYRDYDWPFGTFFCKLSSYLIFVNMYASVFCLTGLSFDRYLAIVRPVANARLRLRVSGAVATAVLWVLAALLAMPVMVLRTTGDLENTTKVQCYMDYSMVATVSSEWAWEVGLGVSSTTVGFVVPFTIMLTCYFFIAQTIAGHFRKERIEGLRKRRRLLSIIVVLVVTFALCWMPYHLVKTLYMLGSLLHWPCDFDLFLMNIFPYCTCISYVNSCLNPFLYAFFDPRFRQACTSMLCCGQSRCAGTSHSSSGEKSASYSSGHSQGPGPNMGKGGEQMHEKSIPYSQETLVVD
TIM10 inh: inhibits growth of TIM10 yeast strain | S. cerevisiae TIM10 strain growth, BacTiter-Glo luminescence, 24 h | inhibition, % at 10 µM | actives 1.4% (n = 330,000);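 active = inhibition of 40% or more at the single tested concentration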;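 also: wild-type TIM10 isogenic control strain grown at permissive 25 °C; 0% = DMSO yeast wells and 100% = minimal medium wells without yeast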
APJ ag: activates the human apelin receptor APJ; P35414; CHO-K1 APJ PathHunter beta-arrestin, luminescence; 0% DMSO wells, 100% apelin; activation, % at 20 µM; actives 0.11% (n = 330,000); AID 2520;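 active = activation more than six SD over the plate average, tested at 20 µM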;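 also: 0% = DMSO alone and 100% = apelin-13 at 10 nM; some results filed as inactive read as strong as hits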
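Incubation: overnight seeding, 90 min compound at 25 °C, 1 h detection; test system: PathHunter CHO-K1 APJ (AGTRL-1) beta-arrestin reporter cells; amount: 1000 cells/well; doses: one dose, 20 µM compound, 1% DMSO; measured by: beta-gal luminescence; measure: agonist-driven arrestin binding to APJ; benchmarks: negative DMSO alone, positive Apelin-13 at 10 nM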
UPR CHOP act: apoptotic UPR (CHOP) activation; CHO-CHOP luciferase reporter, luminescence; percent of tunicamycin response over DMSO baseline; activation, % at 10 µM; actives 0.34% (n = 330,000);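 active = at 10 µM dose, activation of 40% or more, normalized to positive control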;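 also: 100% = tunicamycin at 10 µg/mL and 0% = DMSO alone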
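System: CHO-CHOP luciferase reporter cell line | Buffer or medium: F12 medium containing 10% fetal bovine serum | Doses: One dose, 10 µM in 0.5% DMSO | Times: 6 h compound exposure at 37 °C after overnight seeding | Signal: Luciferase luminescence | Read-out: % activation vs tunicamycin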
tim23-1 inh: growth inhibitors of tim23-1 mutant yeast; S. cerevisiae tim23-1 growth, BacTiter-Glo luminescence, 24 h; inhibition, % at 20 µM; actives 1.3% (n = 330,000); AID 463212;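 active = growth inhibition of the mutant yeast at or above 50%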;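 also: temperature-sensitive mutant grown at 25 °C; plate controls were DMSO-treated mutant yeast for no effect and medium wells lacking yeast for full effect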
XBP1 UPR activ: adaptive UPR (XBP1) activation | CHO-XBP1 luciferase reporter, IRE1-XBP1 UPR activation, luminescence; percent of tunicamycin response, DMSO as zero | activation, % at 20 µM | actives 0.33% (n = 330,000) | AID 463104;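 active = versus positive control, 20 µM dose yields 30% or more activation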;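 also: 100% = tunicamycin at 10 µg/mL and 0% = DMSO only wells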
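incubation = overnight seeding at 37 °C, 6 h compound treatment at 37 °C | assay system = CHO-XBP1 cells stably carrying IRE1-XBP1-driven luciferase reporter | input = 1000 cells per well | detection = luciferase luminescence | dosing = single point, 20 µM final compound, 1% DMSO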
tim10-1 inh: inhibits growth of tim10-1 mutant yeast. S. cerevisiae tim10-1 ts strain growth, BacTiter-Glo, 24 h. inhibition, % at 20 µM. actives 2.2% (n = 330,000);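 active = inhibition of at least 40%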;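 also: mutant grown at 25 °C; 0% = DMSO wells with yeast and 100% = wells holding no yeast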
CXCR6 block: blocks human CXCR6 beta-arrestin recruitment | actives 0.36% (n = 360,000) | inhibition, % at 20 µM | CHO-K1 PathHunter CXCR6 beta-arrestin, luminescence; in the data active = inhibition above about 34%, passing the limit was not always enough;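 also: antagonist mode with CXCL16 agonist at 10 nM final; 0% = 10 nM CXCL16 with DMSO and 100% = unstimulated wells without agonist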
Target sequence (O00574 whole entry, looked up): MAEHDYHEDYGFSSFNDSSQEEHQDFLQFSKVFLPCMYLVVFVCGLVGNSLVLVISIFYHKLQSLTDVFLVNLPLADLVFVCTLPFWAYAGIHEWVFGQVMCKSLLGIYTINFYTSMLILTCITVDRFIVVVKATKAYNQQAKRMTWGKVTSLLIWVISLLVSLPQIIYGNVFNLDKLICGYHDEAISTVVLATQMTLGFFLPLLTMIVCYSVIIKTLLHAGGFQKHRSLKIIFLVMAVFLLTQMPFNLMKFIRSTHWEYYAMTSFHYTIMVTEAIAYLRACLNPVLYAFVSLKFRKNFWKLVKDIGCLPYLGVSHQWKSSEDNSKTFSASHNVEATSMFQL
Mdm2-MdmX inh: disrupts the human Mdm2-MdmX interaction. O15151+Q00987. SaOS-2 split-luciferase Mdm2/MdmX complementation, luminescence. inhibition, % at 8 µM. actives 3% (n = 330,000). AID 485346;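 active = inhibition of at least 50% at 8 µM in the primary screen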
An asterisk follows results filed as active; . = not tested or not shown. Some of the compounds tested (hit frequency here may not be typical).

SMILES	APJ ag	Mdm2-MdmX inh	XBP1 UPR activ	tim10-1 inh	UPR CHOP act	APJ antag	CXCR6 block	tim23-1 inh	TIM10 inh
O=C(NC(=S)Nc1ncccn1)c1ccccc1Br	-4	5	-4	7	0.8	-4	4	4	4
O=C(/C=C/c1c(F)cccc1Cl)c1ccc(F)cc1	-5	35	6	15	2.8	-5	3	22	16
Cc1cc(C(=O)CN2CCC(C)CC2)c(C)n1-c1ccc(F)cc1	-2	-11	6	9	1.3	14	5	7	11
COc1ccc(-c2[nH]ncc2CN(CCO)CC23CC4CC(CC(C4)C2)C3)c(OC)c1	-5	9	-2	10	3.2	0	6	10	10
CSc1nnc(C)c(=O)n1COC(=O)c1ccc(S(=O)(=O)N2CCCC2)cc1	-3	-3	0	-8	-1.4	2	7	12	9
COc1ccccc1P(=O)(c1ccccc1)c1ccc([N+](=O)[O-])cc1 (stereo not given)	-2	26	-2	2	1.1	11	12	3	12
C=CCOc1ccc(/C=N/NC(=O)C(=O)N2CCCCCC2)cc1OC	-2	25	2	-8	0.4	25	-5	-6	0
CCCCC(CC)CNC(=O)CCS(=O)(=O)c1cccc2nonc12 (stereo not given)	-3	7	-1	17	-1.5	9	-6	13	4
CC(=O)Nc1ccc(OCC(O)CN2C(C)CCCC2C)cc1 (stereo not given)	-1	4	-1	2	1.1	-8	-9	3	5
Cc1cc(C)cc(C(=O)NC(CC(N)=O)c2ccc(NC3CCCCCCC3)c([N+](=O)[O-])c2)c1 (stereo not given)	9	20	1	7	-3.4	-52	4	10	8
COc1cccc(C(=O)OCC(=O)c2ccc(Br)s2)c1OC	1	-8	2	-14	0.5	-4	6	15	-5
O=C(CCn1c(=O)c2ccccc2n(CC(=O)N2CCN(c3ccccc3)CC2)c1=O)NCc1ccco1	-3	-4	-3	8	0.2	6	10	8	-23
COC(=O)C1(C)Nc2ccccc2C(=O)N1c1ccccc1OC (stereo not given)	-2	5	1	11	-2.3	-52	-2	21	11
CCCc1nnc(SCC(=O)Nc2nc(C)cs2)n1CCOC	-2	14	2	-5	4.8	-4	8	-11	7
Cc1cc(NC(=O)CCC(=O)N(CC(=O)NCC2CCCO2)c2ccc(Cl)c(Cl)c2)no1 (stereo not given)	0	3	-4	13	-1.0	5	0	8	-9
Cc1ccc(OCCCC(=O)Nc2ccc(S(=O)(=O)Nc3cc(C)nc(C)n3)cc2)cc1	-4	20	1	-5	0.1	10	4	-1	3
CC(C)c1ccc(CNCCCSc2ncccn2)cc1	-4	6	1	12	-0.2	5	3	19	-5
CCN1CCN(c2ccc(S(=O)(=O)N3CCCCC3)cc2NC(=O)/C=C/c2ccc(OC)c(OC)c2)CC1	-3	28	0	3	1.3	15	12	0	-1
CCCCCn1c(N2CCC(C(N)=O)CC2)nc2c1c(=O)[nH]c(=O)n2C	0	-3	0	6	-1.3	-3	-3	9	4
CC1CCCN(C(=O)Nc2ccc(Br)cc2Cl)C1 (stereo not given)	-2	-9	4	-7	3.9	2	-2	20	-2

(more compounds)
SMILES	APJ ag	Mdm2-MdmX inh	XBP1 UPR activ	tim10-1 inh	UPR CHOP act	APJ antag	CXCR6 block	tim23-1 inh	TIM10 inh
O=[N+]([O-])c1cccc(C(=S)N2CCN(c3ccccc3)CC2)c1	-3	22	-4	10	-2.2	2	-5	25	3
O=C(/C=C/c1ccc(S(=O)(=O)N2CCOCC2)cc1)NCc1ccccc1	-4	-23	0	18	-2.1	-6	-8	14	0
N#C/C(=C/c1ccc(F)cc1)c1nc(CCN2C(=O)c3ccccc3C2=O)cs1	0	-17	0	11	-0.4	26	-2	16	5
O=C1CCCC2=C1C(Cc1ccccc1)C1=C(CCCC1=O)O2	-2	-14	-1	33	0.6	-10	3	14	-21
Cc1ccc(C2CC(=O)N3CN(Cc4ccco4)CSC3=C2C#N)cc1 (stereo not given)	0	-7	-2	17	-1.7	-13	-12	10	7
CCOC(=O)C1Sc2[nH]c(=O)sc2C(c2ccc(Cl)cc2)C1C(=O)OCC (stereo not given)	-4	31	-1	49*	1.9	-17	12	49	44*
Cc1cc(/C=N/n2cnnc2)c(C)n1-c1ccc(Cl)cc1Cl	-6	28	3	7	-1.0	4	2	4	-15
Cc1c(NC(=O)COC(=O)c2ccc[nH]c2=O)c(=O)n(-c2ccccc2)n1C	3	-3	-1	5	0.2	-3	-1	-1	6
CCN(CC)CCn1c(NCc2ccc(C)o2)nc2ccccc21	-4	3	0	2	0.1	17	3	16	-5
CC(C)C(NC(=O)c1c(F)cccc1F)C(=O)NC1CC(C)(C)NC(C)(C)C1 (stereo not given)	1	-10	-3	-8	0.2	2	-1	15	14
Cc1ccc(C)c(NC(=O)C2CCC(C)(C(=O)O)C2(C)C)c1 (stereo not given)	-4	3	-2	10	-0.7	8	-4	-10	0
COCCN(CCOC)C(=O)CN1C(=O)NC(Cc2c[nH]c3ccccc23)C1=O (stereo not given)	0	-16	-5	9	-2.0	-23	0	10	-6
O=C(NCCS(=O)(=O)N1CCc2ccccc2C1)c1ccccc1	-4	24	-3	5	0.9	17	-6	7	0
C=CCN(Cc1nc(-c2ccc(OC)c(OC)c2)oc1C)C1CCS(=O)(=O)C1 (stereo not given)	1	0	-4	31	-0.5	-4	2	31	15
Cc1oc2cc3oc(=O)c(CC(=O)NCCCC(=O)O)c(C)c3cc2c1C	-2	0	-4	1	-2.4	4	-1	4	-6
COc1ccccc1CCC(=O)OCC(=O)NC1CCCCC1	6	10	2	30	2.7	0	-2	27	14
CCOC(=O)c1cnc2ccc(C(=O)OC)cc2c1Nc1ccc2c(c1)OCCO2	0	7	-6	2	1.2	20	12	18	25
CC(C)c1ccc(NC(=O)CN2CCN(c3ccccn3)CC2)cc1	-2	14	-1	12	-1.2	-4	-2	9	-5
CC(C)CN(C(=O)CSc1nc(N)cc(N)n1)C1CCS(=O)(=O)C1 (stereo not given)	-1	-9	-1	-11	-1.9	6	6	-5	-3
Cc1cc(C)nc(N/N=C/c2ccc(N3CCOCC3)cc2)n1	-3	7	0	11	0.8	9	5	-7	-6

Carrying on.
SMILES	APJ ag	Mdm2-MdmX inh	XBP1 UPR activ	tim10-1 inh	UPR CHOP act	APJ antag	CXCR6 block	tim23-1 inh	TIM10 inh
O=C(c1ccc(S(=O)(=O)N2CCCCCC2)cc1)N1CCN(c2ccccn2)CC1	-5	15	-3	30	0.2	10	-1	31	24
O=C(O)CCSc1nnc(-c2ccc3c(c2)OCO3)o1	-2	15	-2	9	-3.9	2	-2	6	0
CCOc1ccccc1NC(=O)c1ccc2[nH]c(C)c(C)c2c1	-3	10	-2	2	3.5	16	-6	0	3
Cc1cc(C)cc(NC(=O)C2CCN(C(=O)c3cccs3)CC2)c1	-1	22	-4	24	-1.1	-3	12	8	-13
CCOC(=O)C1Cc2c([nH]c3ccccc23)CN1 (stereo not given)	2	10	-1	15	2.8	2	-2	12	5
CCc1nc(SCC(=O)N2CCc3cc(OC)c(OC)cc3C2)c(C#N)cc1C	-2	14	-1	28	-2.3	7	9	10	8
O=C(COC(=O)c1cc(S(=O)(=O)N2CCOCC2)cs1)c1ccccc1	1	16	-1	28	-0.7	6	2	22	-2
COc1ccccc1OCc1ccc(C(=O)Nc2ccc(Cl)cn2)o1	1	17	5	10	-0.3	-2	-11	9	5
Cc1cc(C)nc(SCc2ccc(C(=O)O)o2)n1	0	9	0	-6	1.9	6	4	10	-10
COc1cc(NS(=O)(=O)c2ccc3ccccc3c2)c2ncccc2c1	-27	95*	0	41*	409*	65*	14	26	10
COc1ccc(Cc2nc3ccccc3c(=O)n2N)cc1OC	0	8	-3	-36	0.3	5	-4	2	-15
CCCCn1c(SCC(=O)c2ccc(O)c(O)c2)nc2ccsc2c1=O	4	30	18	-10	15	-20	-8	1	-7
Cn1c(=O)c2c(nc(CN3CCN(c4ccccc4)CC3)n2CCN2CCOCC2)n(C)c1=O	0	9	2	7	0.3	-2	.	9	12

Reprinted at random: 6 compounds from above
SMILES	APJ ag	Mdm2-MdmX inh	XBP1 UPR activ	tim10-1 inh	UPR CHOP act	APJ antag	CXCR6 block	tim23-1 inh	TIM10 inh
Cc1oc2cc3oc(=O)c(CC(=O)NCCCC(=O)O)c(C)c3cc2c1C	-2	0	-4	1	-2.4	4	-1	4	-6
CC(C)C(NC(=O)c1c(F)cccc1F)C(=O)NC1CC(C)(C)NC(C)(C)C1 (stereo not given)	1	-10	-3	-8	0.2	2	-1	15	14
CC(C)CN(C(=O)CSc1nc(N)cc(N)n1)C1CCS(=O)(=O)C1 (stereo not given)	-1	-9	-1	-11	-1.9	6	6	-5	-3
Cc1cc(C)cc(C(=O)NC(CC(N)=O)c2ccc(NC3CCCCCCC3)c([N+](=O)[O-])c2)c1 (stereo not given)	9	20	1	7	-3.4	-52	4	10	8
O=[N+]([O-])c1cccc(C(=S)N2CCN(c3ccccc3)CC2)c1	-3	22	-4	10	-2.2	2	-5	25	3
CC(=O)Nc1ccc(OCC(O)CN2C(C)CCCC2C)cc1 (stereo not given)	-1	4	-1	2	1.1	-8	-9	3	5
